Compound activity from PubChem.
HADH2 inhib – qHTS Assay for Inhibitors of HADH2 (Hydroxyacyl-Coenzyme A Dehydrogenase, Type II); actives 3.4% (n = 73,000); 3-hydroxyacyl-CoA dehydrogenase type-2 (Homo sapiens), Q99714; Potency, µM (top dose mostly 57.1 µM), for the others: at the highest dose activity change, negative = inhibition, actives largely listed as inhibitors; AID 886, 2007; recombinant HADH2, NADH fluorescence, beta-hydroxybutyryl-CoA; further: potency means the concentration at half of the fitted maximal effect; on the % scale 0 is the no-effect control and ±100 the full control effect; nearly all actives have a fitted effect of over 60% in size; many of its hits are not listed in these tables
Target sequence (Q99714 whole entry, looked up, one chain of several): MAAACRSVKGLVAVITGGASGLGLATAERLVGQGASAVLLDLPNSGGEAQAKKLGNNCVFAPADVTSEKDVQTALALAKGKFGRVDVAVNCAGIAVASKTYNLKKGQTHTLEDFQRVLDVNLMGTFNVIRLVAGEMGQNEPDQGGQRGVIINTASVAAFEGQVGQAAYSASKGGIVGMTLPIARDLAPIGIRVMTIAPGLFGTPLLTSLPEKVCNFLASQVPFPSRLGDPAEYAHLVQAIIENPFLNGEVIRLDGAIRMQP
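His-tagged recombinant enzyme from E. coli, 20 nM, preincubated 15 min RT with compound; reaction started with 1 mM NAD+ and 90 uM beta-hydroxybutyryl-CoA in 100 mM Tris-HCl pH 9.0. NADH fluorescence (ex 360/em 450) read over 4 min; last-minus-first difference.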
FLuc inh – qHTS Assay for Inhibitors of Firefly Luciferase | Luciferin 4-monooxygenase (Photinus pyralis), P08659 | purified firefly luciferase, luminescence, 8 min | Potency, µM (highest dose often 57.1 µM), for inactives: top-dose activity change, negative = inhibition, usual class: inhibitors | actives 2.2% (n = 72,000) | AID 411, 2009; further: potency means the concentration at half of the fitted maximal effect; on the % scale 0 is the no-effect control and ±100 the full control effect; nearly all actives have a fitted effect of over 40% in size
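qHTS concentration-response profiling: light output of P. pyralis luciferase with luciferin and 10 uM ATP, imidazole buffer pH 7.2. Read by luminescence after 8-min room-temperature incubation.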
UbGFP stabilizer – Ubiquitin-GFP Assay; Ubiquitin-GFP reporter cells, proteasome inhibition, GFP fluorescence; response scale: untreated = 0%, 10 µM MG-132 = 100%; Potency, µM (series often up to 45.9 µM), for inactives: at the top dose activation (GFP accumulation), hits mostly activators; 67,000 tested, under 10 active; active means well fitted activation curve with a large enough effect, not every such curve was filed as active; inconclusive means small, poorly fitted or top-dose-only effect, or another doubt; inactive means no such curve, though single readings can be large or run the other way; further: potency means the concentration at half of the fitted maximal effect
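U2OS cells expressing ubiquitin(G76V)-GFP, seeded overnight in 0.5% FBS medium, then treated 4 hr at 37 C across 46 uM to 2.9 nM. GFP-positive cells counted by laser cytometry (488 ex/515 em); %activity scaled between basal and 10 uM MG-132.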
15-hLO inh – qHTS Assay for Inhibitors of 15-hLO (15-human lipoxygenase) | Polyunsaturated fatty acid lipoxygenase ALOX15 (Homo sapiens), P16050 | purified 15hLO-1, xylenol orange hydroperoxide absorbance | Potency, µM (doses to about 57.1 µM), without a hit: top-dose activity change, negative = inhibition, usual class: inhibitors | actives 1.4% (n = 74,000); further: potency means the concentration at half of the fitted maximal effect; on the % scale 0 is the no-effect control and ±100 the full control effect; nearly all actives have a fitted effect of over 55% in size
Target sequence (P16050 whole entry, looked up): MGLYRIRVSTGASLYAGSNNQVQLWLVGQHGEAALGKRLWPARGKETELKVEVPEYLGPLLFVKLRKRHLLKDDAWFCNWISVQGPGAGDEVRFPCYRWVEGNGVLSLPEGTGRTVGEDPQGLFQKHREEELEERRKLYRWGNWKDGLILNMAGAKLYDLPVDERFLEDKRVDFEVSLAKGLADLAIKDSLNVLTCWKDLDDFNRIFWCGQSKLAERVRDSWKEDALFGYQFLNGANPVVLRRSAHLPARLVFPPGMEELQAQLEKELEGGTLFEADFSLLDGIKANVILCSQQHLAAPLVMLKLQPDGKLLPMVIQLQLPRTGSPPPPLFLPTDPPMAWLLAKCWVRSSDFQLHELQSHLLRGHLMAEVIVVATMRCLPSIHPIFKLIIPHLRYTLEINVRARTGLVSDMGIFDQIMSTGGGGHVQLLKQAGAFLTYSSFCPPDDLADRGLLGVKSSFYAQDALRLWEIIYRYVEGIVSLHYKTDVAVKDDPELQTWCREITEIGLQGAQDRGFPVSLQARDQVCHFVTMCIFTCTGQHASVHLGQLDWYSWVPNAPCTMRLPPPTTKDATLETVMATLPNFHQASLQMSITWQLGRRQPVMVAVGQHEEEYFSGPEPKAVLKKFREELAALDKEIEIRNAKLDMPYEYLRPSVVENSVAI
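Quantitative HTS in 25 mM Hepes pH 7.5 containing 0.01% Triton X-100: human 15hLO-1 at 40 nM, arachidonic acid at 50 uM, 6 min turnover. Product quantified via ferrous oxidation/xylenol orange, 573:405 nm absorbance ratio.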
ERK AVP inh – qHTS Assay for Inhibitors of the ERK Signaling Pathway using a Homogeneous Screening Assay; Potency, µM (top dose mostly 57.5 µM), inactives show at the top dose activity, negative = inhibition, actives largely listed as inhibitors; actives 0.99% (n = 72,000); HEK293-V1b, vasopressin-stimulated pERK AlphaScreen; further: potency means the concentration at half of the fitted maximal effect; on the % scale 0 is the no-effect control and ±100 the full control effect; nearly all actives have a fitted effect of over 55% in size
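qHTS, compounds titrated on V1b-expressing HEK293 cells. Preincubation 30 min at 37C, vasopressin 25 nM for 5 min, lysis 10 min, bead incubation 5 hr at room temperature.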
Tau fil binding – qHTS Assay for Tau Filament Binding; Microtubule-associated protein tau (Homo sapiens), P10636; recombinant tau filaments, thioflavin S fluorescence, 15 h; filaments grown with octadecylsulfate alongside compound; Potency, µM (highest dose often 57.1 µM), for the others: top-dose activity change, negative = inhibition; actives 2% (n = 71,000); AID 596, 2007;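 further: potency means the concentration at half of the fitted maximal effect; on the % scale 0 is the no-effect control and ±100 the full control effect; actives lower thioflavin S fluorescence by blocking filaments or displacing dye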
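His-tagged recombinant human tau (exons 2, 3, 10; 1 uM final) fibrillized with 30 uM sodium octadecylsulfate, 15 h at 37 C, in pH 7.4 HEPES buffer with 10 uM thioflavine S and 5 mM DTT. Reduced ThS fluorescence (450/510 nm) marks activity.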
HBB splice mod – qHTS Assay for Modulators of Hemoglobin Beta Chain Splicing; HBB splicing reporter cell assay, activation; EGFP reporter with mutant IVS2-654 intron; response scale: normalised to 500 nM splice-correcting PNA; Potency, µM (series often up to 46.1 µM), inactives show top-dose activation, hits mostly activators; actives 0.06% (n = 65,000); AID 925, 2007; further: potency means the concentration at half of the fitted maximal effect; 0% is about no effect
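Compounds were applied for 2 days to HeLa EGFP-654 cells, 500/well in Optimem with 2% FCS. The reporter's EGFP is disrupted by mis-splicing of beta-globin intron IVS2-654. Readout: summed well GFP fluorescence from 488 nm laser scanning; reference was 500 nM antisense […] 654 PNA.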
DNA Pol III inh – qHTS Assay for Inhibitors of DNA Polymerase III Holoenzyme System; reconstituted DNA polymerase III holoenzyme replication, biochemical; Potency, µM (highest dose often 57.1 µM), for the others: at the top dose activity change, negative = inhibition; actives 0.25% (n = 71,000); AID 603, 2007; further: potency means the concentration at half of the fitted maximal effect; on the % scale 0 is the no-effect control and ±100 the full control effect
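Reconstituted *E. coli* holoenzyme (0.35 nM Pol III, 1 nM beta, 154 nM SSB, 2 nM primase) was preincubated with compound for 15 min at RT. Synthesis on 1.4 nM ssM13Gori ran 35 min, then was stopped with PicoGreen/EDTA and read as dsDNA fluorescence.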
CRE Fsk mod – Cell signaling CRE-BLA (Fsk stim); AID 662, 2007; actives 2.5% (n = 71,000); CHO CRE-bla reporter (cAMP response element driving beta-lactamase), forskolin EC10, beta-lactamase ratio; Potency, µM (top dose mostly 38.2 µM), inactives show at the highest dose activity change, negative = inhibition, most hits filed as activators; active means well fitted activation curve with a large enough effect in the signal ratio, with a control signal flat, not every such curve was filed as active; inconclusive means small, poorly fitted or top-dose-only effect, or effect the other way, or a change in a side signal; the % refers to the signal ratio; further: potency means the concentration at half of the fitted maximal effect; % of control where 0% means no effect
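Titrated compounds plus EC10 NKH 477 on CHO CRE-bla cells, 3 h, 37 °C. CCF4, 2 h RT. Ratio 460/530 nm → AC50.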
Hsp90 Hop PPI – qHTS Assay for Disrupters of an Hsp90 Co-Chaperone Interaction; Hsp90 C-terminal peptide / TPR2A (Hop) interaction, human; AlphaScreen TPR2A-His6 binding biotin-Hsp90 C-terminal peptide; Potency, µM (titrated, usually from 57 µM), for the others: top-dose activity change, negative = inhibition; actives 0.44% (n = 71,000); AID 595, 2007; active means well fitted curve in either direction with a large enough effect; inconclusive means small, poorly fitted or top-dose-only effect, or another doubt; further: potency means the concentration at half of the fitted maximal effect; on the % scale 0 is the no-effect control and ±100 the full control effect; many of its hits are not listed in these tables
Epigenetic mod – qHTS Assay for Epigenetic Modulators. mouse C127i GFP locus derepression, cytometry, 30 h. Potency, µM (series often up to 46.1 µM), for inactives: at the top dose GFP derepression (activation). actives 0.09% (n = 68,000); further: % of control where 0% means no effect
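Murine C127i mammary cells carrying a silenced, stably integrated CMV-driven GFP reporter were treated with compound for 30 hours at 37 C. After PBS washes, GFP-positive cells were counted by laser-scanning microplate cytometry.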
The depositor's hits bear a star; i = inactive; u = inconclusive; x = no result given; [ ] = dose if it differs, or a comment. Unless noted, the call rests on the fitted dose curve; in most records, active means well fitted curve in the direction sought with a large enough effect; inconclusive means small, poorly fitted or top-dose-only effect, or another doubt; inactive means no such curve, though single readings can be large; an effect the other way counts as inactive or inconclusive. A portion of the library; the hit share may differ from the screen's.

The opening 5 compounds (preview)
SMILES	HADH2 inhib	FLuc inh	UbGFP stabilizer	15-hLO inh	ERK AVP inh	Tau fil binding	HBB splice mod	DNA Pol III inh	CRE Fsk mod	Hsp90 Hop PPI	Epigenetic mod
CN(C)C=Nc1ncc2c3ccccc3n(Cc3ccccc3)c2c1C#N	32µM*	2%	x	-6%	-2%	8%	1.1%[0.369 µM]	-5%	u	-2%	2%
O=C(NCCCN1CCCC1=O)c1cccc(C(F)(F)F)c1	3%	3%	7%	0%	-10%	4%	1.4%	-4%	0%	-3%	-3%
CCOC(=O)CSc1nnc(Cc2cc(=O)[nH]c(=O)[nH]2)n1-c1cccc(OC)c1	11%	3%	-3%	13%	4%	-5%	0.5%[57.5 µM]	-4%	9%	-1%	2%
Cc1ccc2c(c1)N(Cc1ccccn1)C(=O)C(C)O2 (centres undefined)	-12%	1%	4%	13%	4%	12%	x	-6%	7%	1%	0%
CCC(C)n1cnc2c(c1=O)c1nc3ccccc3nc1n2Cc1ccccc1OC (centres undefined)	4%	3%	-5%	0%	-17%	4µM*	-0.6%[57.5 µM]	0%	26%	0%	-7%

Main list, repeating the preview:
SMILES	HADH2 inhib	FLuc inh	UbGFP stabilizer	15-hLO inh	ERK AVP inh	Tau fil binding	HBB splice mod	DNA Pol III inh	CRE Fsk mod	Hsp90 Hop PPI	Epigenetic mod
CN(C)C=Nc1ncc2c3ccccc3n(Cc3ccccc3)c2c1C#N	32µM*	2%	x	-6%	-2%	8%	1.1%[0.369 µM]	-5%	u	-2%	2%
O=C(NCCCN1CCCC1=O)c1cccc(C(F)(F)F)c1	3%	3%	7%	0%	-10%	4%	1.4%	-4%	0%	-3%	-3%
CCOC(=O)CSc1nnc(Cc2cc(=O)[nH]c(=O)[nH]2)n1-c1cccc(OC)c1	11%	3%	-3%	13%	4%	-5%	0.5%[57.5 µM]	-4%	9%	-1%	2%
Cc1ccc2c(c1)N(Cc1ccccn1)C(=O)C(C)O2 (centres undefined)	-12%	1%	4%	13%	4%	12%	x	-6%	7%	1%	0%
CCC(C)n1cnc2c(c1=O)c1nc3ccccc3nc1n2Cc1ccccc1OC (centres undefined)	4%	3%	-5%	0%	-17%	4µM*	-0.6%[57.5 µM]	0%	26%	0%	-7%
O=C(CSc1nnnn1-c1cccnc1)NCc1cccs1	u	-1%	6%	6%	6%	6%	u	-9%	u	2%	-1%
Cc1nc(-c2ccc(S(=O)(=O)N3CCCCCC3)cc2)cs1	-11%	-12%	-9%	-1%	-2%	57%	-1.6%	5%	28%	11%	8%
CC(C)Oc1ccc(CNC2CCOC(C)(C)C2)cc1 (centres undefined)	-3%	6%	-4%	-2%	-10%	-12%	1.2%	-8%	-3%	-2%	-2%
O=C(O)CSC1c2ccccc2C(=O)N1Cc1ccccc1 (centres undefined)	-12%	0%	-1%	15%	-17%	10%	-0.2%[57.5 µM]	-5%	-6%	0%	3%
CC12CCC(C(=O)NCC3CCCO3)(OC1=O)C2(C)C (centres undefined)	0%	2%	-10%	6%	4%	2%	-1.4%	-5%	5%	-3%	-1%
CCOc1ccc2ccccc2c1/C=N/n1cncn1	4%	-1%	5%	-10%	u	16%	-3.5%	-5%	u	-4%	3%
Cc1csc(NC(=O)c2nc3nc(C)cc(C)n3n2)n1	1%	-16%	7%	5%	-6%	-11%	-3.2%	-3%	11%	-9%	0%
O=C(Nc1ccc(-c2nc3ccccc3[nH]2)cc1)c1ccco1	u	4µM*	8%	-1%	18%	75%	-0.1%	-5%	13%	-7%	0%
O=C(NCc1ccco1)c1nn(-c2ccccc2)c(=O)c2ccccc12	4%	2%	-16%	-5%	33%	20%	2.1%	1%	u	-6%	2%
COc1ccc(S(=O)(=O)N(CCCN2CCCC2=O)Cc2cc3cc(C)c(C)cc3[nH]c2=O)cc1	238%[activator]	1%	0%	0%	u	28%	0.5%[57.5 µM]	1%	u	0%	-3%
Cc1cc(C)n(-c2nc3ccccc3nc2N2CCN(C(=O)c3ccc(F)cc3)CC2)n1	6%	-1%	0%	-2%	0%	-1%	-1.2%	-4%	u	0%	0%
N#Cc1c2n(c3c(=O)n(Cc4ccccc4)cnc13)CCCC2	0%	0%	3%	-7%	-26%	4%	-0.2%	-7%	12%	-6%	0%
CCCc1ccc(OCC(=O)O)cc1	-1%	-5%	8%	6%	-22%	0%	-0.7%	-3%	-2%	0%	0%
CC(C)NC(=O)N1CCC2(CC1)CCN(C(=O)c1cccn1C)CC2	0%	3%[11.4 µM]	-8%	6%	26%	-3%	0.3%	-3%	1%	-1%	-4%[9.22 µM]
Cc1noc(C)c1COc1cccc(C(=O)Oc2ccc3c(c2)OCO3)c1	0%	1%	1%	-17%	-7%	-5%	-0.9%	-5%	-10%	21%	0%
O=C(CSc1nc2c(c(C(F)(F)F)n1)CCc1ccccc1-2)NCc1ccco1	u	0%	3%	-8%	14%	49%	x	3%	14%	1%	-3%
CCOC(=O)C1=C(C)NC(C)=C(C(=O)OCC)C1	-17%	2%	-5%	10µM*	-9%	-4%	-2.5%	-5%	15%	2%	0%
CCCCCn1c(=NC(=O)c2ccco2)c(C(=O)OCC)cc2c(=O)n3ccccc3nc21	162%[activator]	1%	x	-8%	-14%	5µM*	-2.3%[0.369 µM]	-5%	10µM*	-6%	8%
COC(=O)c1ccc(C(NC(=O)OCc2ccccc2)/C(F)=C/[C@@H](C)C(=O)NCc2ccc(OC)c(OC)c2)cc1 (some centres undefined)	19%	x	x	-2%	-16%	i	-1.6%	-1%	17%	-3%	x
CCN(CC)CCn1c(-c2ccccc2)nc2c(NCCOC)nc(C)nc21	u	x	-11%	-8%	-25%	17%	-1.5%	-5%	u	-7%	x
SMILES	HADH2 inhib	FLuc inh	UbGFP stabilizer	15-hLO inh	ERK AVP inh	Tau fil binding	HBB splice mod	DNA Pol III inh	CRE Fsk mod	Hsp90 Hop PPI	Epigenetic mod
NC(=O)c1c(N)sc(=S)n1CC1CCCO1 (centres undefined)	-30%	-3%	x	-4%	-23%	1%	1.3%[0.369 µM]	-4%	-5%	-3%	2%
CCC(=O)Nc1c(C)nn(C(=O)CC)c1C	5%	-1%	-3%	1%	8%	2%	0.4%[57.5 µM]	-3%	3%	0%	1%
N#Cc1ccc(CN2CCCC3(CCN(C(=O)c4cccc(F)c4)CC3)C2)cc1	4%	0%[11.4 µM]	-7%	6%	31%[activator]	4%	0.7%	0%	-8%	-5%	2%[9.22 µM]
CSc1nc2cc(S(=O)(=O)N3CCOCC3)ccc2s1	1%	1%	0%	9%	-4%	-11%	-1.3%	-1%	-3%	2%	-3%
Cc1cc(C)nc(SCc2nnc(SCC(=O)Nc3ccc(C)c(C)c3)n2Cc2ccco2)n1	-2%	4%	0%	-20%	-16%	35%	x	0%	10%	-12%	-2%
CCN(c1ccccc1)c1cc(NC)[n+](C)c(C)n1	3%	0%	7%	-6%[25.6 µM]	-7%	-6%	x	-4%	-17%	-2%	-1%
CC(C)OC(=O)CSc1nnc(-c2ccncc2)n1N	4%	2%	-4%	13%	-2%	1%	0.7%[1.84 µM]	1%	19%	1%	0%
CCOC(=O)C1=C(C)Nc2nc(SCC(=O)OC)nn2C1c1cc(F)cc(F)c1 (centres undefined)	4%	2%	x	-9%	-10%	0%	4.1%[0.369 µM]	-12%	-4%	-5%	0%
CCOc1ccc(-c2nc(S(=O)(=O)c3ccccc3)c(NCc3cccnc3)o2)cc1	-25%	-2%	-3%	-2%	u	66%	7.7%	-3%	u	-7%	0%
